Chronic BCR inh: blocks chronic active B-cell receptor signaling; ABC-DLBCL IkBa-CBG/CBR reporter, luminescence ratio, 4 h; Potency, µM (top dose mostly 46.1 µM), for inactives: at the highest dose ratio change, negative = lower green/red ratio, actives largely listed as inhibitors; 340,000 compounds, 0.05% hits; AID 493014; active = well fitted inhibition curve with a large enough effect in the signal ratio, with a control signal flat, not every such curve was filed as active; inconclusive = small, poorly fitted or top-dose-only effect, or effect the other way, or a change in a side signal; the % refers to the signal ratio;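 also: potency is read from the fitted curve at half-maximal effect; plate controls were basal doxycycline-induced cells for no effect and cells given 10 µM MG132 for full effect; MG132 reads +100%, hits lower the ratio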
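Doxycycline induced both beetle luciferases in TMD8 lymphoma cells; IKK-driven degradation limits the IkappaBalpha-fused green signal, while red luminescence normalises for cell number and nonspecific effects. Compounds tested up to 46 uM, 4 hrs.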
USP2a inh: USP2a (human) protease inhibition. O75604. USP2 core, Ub-CHOP2 coupled fluorogenic reporter, 485/531. Potency, µM (series often up to 38.3 µM), for the others: top-dose activity change, negative = inhibition, usual class: inhibitors. 330,000 compounds, 0.01% hits. AID 463254;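 also: potency is read from the fitted curve at half-maximal effect; plate controls were DMSO wells for no effect and full inhibition by NEM control for full effect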
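Deubiquitinase activity read as fluorescence (485/531 nm) after Ub-CHOP2 cleavage activates the enterokinase reporter on its substrate; USP2 core 10nM, Ub-CHOP2 and substrate 25nM each, 30min compound preincubation then 60min RT; data normalized to NEM, curves fitted.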
PTAP TSG101 blk: blocks PTAP/TSG101 interaction to inhibit HIV-1 budding; AID 493005; Q99816; Fluorescence polarization, FITC-PTAP peptide / Tsg101 binding; 340,000 tested, under 10 active; Potency, µM (top dose mostly 115 µM), without a hit: at the top dose activity change, negative = inhibition, most hits filed as inhibitors; active = well fitted inhibition curve with a large enough effect in the main read-out, with a control signal flat, not every such curve was filed as active; inconclusive = small, poorly fitted or top-dose-only effect, or effect the other way, or a change in a side signal; inactive = no such curve, though single readings can be large or run the other way; also: potency is read from the fitted curve at half-maximal effect; % of control where 0% means no effect
Target sequence (Q99816 whole entry, looked up): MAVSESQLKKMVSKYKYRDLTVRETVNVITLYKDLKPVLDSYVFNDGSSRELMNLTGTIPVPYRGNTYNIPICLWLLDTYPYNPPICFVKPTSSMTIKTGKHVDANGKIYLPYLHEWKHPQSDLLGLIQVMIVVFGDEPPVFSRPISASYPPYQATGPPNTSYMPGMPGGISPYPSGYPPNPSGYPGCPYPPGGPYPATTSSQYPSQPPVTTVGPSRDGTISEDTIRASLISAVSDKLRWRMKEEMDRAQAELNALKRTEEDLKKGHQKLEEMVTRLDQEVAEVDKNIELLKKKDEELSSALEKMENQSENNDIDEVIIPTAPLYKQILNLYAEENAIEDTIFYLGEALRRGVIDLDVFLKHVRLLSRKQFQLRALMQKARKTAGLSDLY
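Steps: Tsg101 binding domain dispensed (10 uM final), compounds pinned in DMSO, FITC-labeled PTAP-motif peptide added (50 nM final); after 20 min binding at room temperature, polarization measured.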
TSHR antag: antagonists of human thyroid stimulating hormone receptor; TSHR-expressing cells, TSH-stimulated cAMP HTRF, 2 h; hits give low values; activity change, negative = inhibition, % at 11.5 µM; 330,000 compounds, 0.2% hits; AID 504810;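 active = activity change below a set negative limit, meaning inhibition stronger than a set level, cut at about -70% in these data; inconclusive = activity change between two set negative limits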; also: % is scaled to controls: 0 for no effect and ±100 for the full control effect
Target sequence (P16473 whole entry, looked up): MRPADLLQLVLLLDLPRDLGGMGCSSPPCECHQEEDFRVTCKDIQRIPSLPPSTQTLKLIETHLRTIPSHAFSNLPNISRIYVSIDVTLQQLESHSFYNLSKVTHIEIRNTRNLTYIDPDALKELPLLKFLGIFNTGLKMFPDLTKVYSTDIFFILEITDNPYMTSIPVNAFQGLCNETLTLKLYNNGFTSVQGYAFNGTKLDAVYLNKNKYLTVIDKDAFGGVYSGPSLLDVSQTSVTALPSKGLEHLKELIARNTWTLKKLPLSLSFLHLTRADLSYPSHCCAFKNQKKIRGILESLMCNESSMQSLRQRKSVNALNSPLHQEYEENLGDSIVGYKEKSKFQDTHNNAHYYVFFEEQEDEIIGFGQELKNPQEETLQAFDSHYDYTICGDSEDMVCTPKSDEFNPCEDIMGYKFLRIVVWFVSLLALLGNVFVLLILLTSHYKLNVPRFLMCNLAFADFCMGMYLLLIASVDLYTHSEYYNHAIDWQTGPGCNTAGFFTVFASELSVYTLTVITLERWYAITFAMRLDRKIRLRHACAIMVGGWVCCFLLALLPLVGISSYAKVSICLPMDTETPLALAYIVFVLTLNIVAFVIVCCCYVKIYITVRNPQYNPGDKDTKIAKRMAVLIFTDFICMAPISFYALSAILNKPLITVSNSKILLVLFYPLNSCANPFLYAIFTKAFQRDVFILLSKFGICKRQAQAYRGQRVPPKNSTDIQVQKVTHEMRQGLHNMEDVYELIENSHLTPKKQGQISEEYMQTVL
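TSHR-expressing cells were treated with compounds, then stimulated with TSH at EC80 (4nM final) for 2 hours at 37 deg C. Cellular cAMP was measured by HTRF competition between lysate cAMP and cAMP-d2 for a cryptate-labelled anti-cAMP antibody.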
TCR activator: activators of T cell receptors | Potency, µM (series often up to 9.22 µM), without a hit: top-dose activation of IL-2 secretion, most hits filed as activators | primary human leukocytes, anti-CD3, IL-2 HTRF, 48 h | 330,000 tested, under 10 active | AID 504894; also: % of control where 0% means no effect
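Using a-CD3 beads without co-stimulation, primary human leukocytes were exposed to compounds for 48 hr. An HTRF IL-2 kit measured the cytokine, with europium-to-d2 energy transfer producing emission at 665nm upon 320nm excitation.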
ELG1 DNA repair: inhibitors of ELG1-dependent DNA repair in HEK293T cells; HEK293T ELG1-luciferase reporter, luminescence, 16 h; DNA damage induced by 5-fluorouridine; Potency, µM (series often up to 46.1 µM), for inactives: top-dose activity change, negative = inhibition, usual class: inhibitors; 330,000 compounds, 2.3% hits; AID 504467; also: potency is read from the fitted curve at half-maximal effect; % is scaled to controls: 0 for no effect and ±100 for the full control effect; nearly all actives have a fitted effect of over 55% in size
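5-Fluorouridine DNA damage + compound/DMSO, 2,000 cells/well, 16 h, 37 °C/5% CO2. ONE-Glo, 30 min RT, luminescence. Readout = decrease in reporter signal.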
Eya2 inh: inhibitors of human Eya2 phosphatase activity; 330,000 compounds, 0.006% hits; recombinant Eya2, OMFP fluorescence dephosphorylation (OMFP is methylfluorescein phosphate); O00167; Potency, µM (doses to about 76.9 µM), for the others: at the top dose activity, negative = inhibition, usual class: inhibitors; also: potency is read from the fitted curve at half-maximal effect; % is scaled to controls: 0 for no effect and ±100 for the full control effect
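Eya2 protein (added as 0.2 uM solution) was preincubated with compound for 10 min at ambient temperature in 50 mM HEPES pH 7.5, 50 mM NaCl, 5 uM MgCl2, 0.05% BSA, 1 mM DTT. OMFP (added at 50 uM) then reacted 10 min; fluorescence read at 485/525 nm.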
Mito fusion yeast: blocks mitochondrial division or promotes mitochondrial fusion; 320,000 compounds, 0.23% hits; S. cerevisiae fusion-defective mutant growth rescue, CellTiterGlo 48 h; AID 485298; Potency, µM (doses to about 46.1 µM), without a hit: top-dose growth rescue (activation), actives largely listed as activators;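 also: potency is read from the fitted curve at half-maximal effect; % of control where 0% means no effect; nearly all actives have a fitted effect of over 45% in size; temperature-sensitive fusion mutants such as fzo1-1 at 37 °C on non-fermentable ethanol glycerol medium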
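Compounds are tested for their ability to restore growth of mitochondrial fusion-defective yeast strains at non-permissive 37C in YPEG medium over 48 hours. Viability is quantified by luciferase luminescence.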
Tb PFK block: T. brucei PFK enzyme inhibition; T. brucei PFK, ADP-Glo luminescence; Potency, µM (titrated, usually from 57.5 µM), for the others: at the highest dose activity, negative = inhibition, most hits filed as inhibitors; 330,000 compounds, 0.17% hits; AID 485367;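 also: potency is read from the fitted curve at half-maximal effect; 0% = uninhibited 1x PFK enzyme wells and -100% = no-enzyme wells; nearly all actives have a fitted effect of over 60% in size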
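1.25 nM PFK with 0.5 mM F6P and 0.1 mM ATP in 0.1 M TEA pH 8.0, 5 mM MgCl2, incubated 45 min at room temperature; ADP measured by ADP-Glo luminescence; compounds titrated up to 57 uM.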
uPA generation: blocks generation of uPA at the cell surface. cell surface uPA generation assay, qHTS. 330,000 compounds, 0.31% hits. Potency, µM (series often up to 38.3 µM), for the others: top-dose activity change, negative = inhibition, usual class: inhibitors. AID 540303; active = well fitted inhibition curve with a large enough effect; inconclusive = small, poorly fitted or top-dose-only effect; inactive = no such curve, though single readings can be large or run the other way; tested in mouse RAW 264.7 cells; also: potency is read from the fitted curve at half-maximal effect; % is scaled to controls: 0 for no effect and ±100 for the full control effect; nearly all actives have a fitted effect of over 55% in size
B2AR arrestin: beta2AR (human) beta-arrestin recruitment activity. 330,000 compounds, 0.02% hits. P07550. AID 492947. beta-arrestin recruitment to beta2AR, cell-based reporter. Potency, µM (doses to about 46.1 µM), inactives show at the top dose activation, usual class: activators;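 also: potency is read from the fitted curve at half-maximal effect; 0% = DMSO controls and full agonism = EC100 isoproterenol or metaproterenol; nearly all actives have a fitted effect of over 65% in size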
The depositor's hits bear a star; [ ] = another dose, or the depositor's remark. Unless noted, calls follow the shape of the dose curve; as a rule, active = well fitted curve in the direction sought with a large enough effect; inconclusive = small, poorly fitted or top-dose-only effect, or another doubt; inactive = no such curve, though single readings can be large; an effect the other way counts as inactive or inconclusive.

Results for Cc1ccc(S(=O)(=O)NCC2(c3ccccc3)CCOCC2)cc1 ?
Chronic BCR inh: -10%; USP2a inh: 4%; PTAP TSG101 blk: 0%; TSHR antag: 5; TCR activator: 14%; ELG1 DNA repair: -2%; Eya2 inh: 8%; Mito fusion yeast: 6%; Tb PFK block: -1%; uPA generation: 10%; B2AR arrestin: 0.1%

How did O=C(Cn1ccc([N+](=O)[O-])n1)NCc1nc2ccccc2[nH]1 do in these assays?
Chronic BCR inh: 3%; USP2a inh: 0%; PTAP TSG101 blk: -3%; TSHR antag: 4; TCR activator: -3%; ELG1 DNA repair: 0%; Eya2 inh: 0%; Mito fusion yeast: -2%; Tb PFK block: 0%; uPA generation: 1%; B2AR arrestin: 0.1%

Results for Cc1ccc(S(=O)(=O)N2CCN(c3ccccc3)CC2)cc1C(=O)NC1CCCCC1 ?
Chronic BCR inh: -2%; USP2a inh: 3%; PTAP TSG101 blk: -5%; TSHR antag: 0; TCR activator: -2%; ELG1 DNA repair: -11%; Eya2 inh: -3%; Mito fusion yeast: 3%; Tb PFK block: -3%; uPA generation: -10%; B2AR arrestin: 0.0%

How did COc1ccc(/C=C2\SC(=S)N(CCCC(=O)N3CCOCC3)C2=O)cc1OC do in these assays?
Chronic BCR inh: inconclusive; USP2a inh: -2%; PTAP TSG101 blk: inconclusive; TSHR antag: 6; TCR activator: -2%; ELG1 DNA repair: inconclusive; Eya2 inh: 4%; Mito fusion yeast: 0%; Tb PFK block: 2%; uPA generation: -12%; B2AR arrestin: -0.6%

What do the screens show for `CCN(CC)CCN1C(=O)C(=O)/C(=C(/O)c2ccc(OC(C)C)cc2)C1c1cccs1` (configuration not stated)?
Chronic BCR inh: -24%; USP2a inh: -2%; PTAP TSG101 blk: -1%; TSHR antag: 1; TCR activator: 2%; ELG1 DNA repair: inconclusive; Eya2 inh: -19%; Mito fusion yeast: 1%; Tb PFK block: 1%; uPA generation: 4%; B2AR arrestin: 2.9%

How did Cc1ccc(N=CC2=C(O)CC(c3ccc(Cl)cc3)CC2=O)cc1 (configuration not stated) do in these assays?
Chronic BCR inh: 3%; USP2a inh: 0%; PTAP TSG101 blk: -2%; TSHR antag: 18; TCR activator: -10%[46.1 µM]; ELG1 DNA repair: -9%; Eya2 inh: 2%; Mito fusion yeast: -1%; Tb PFK block: 2%; uPA generation: 1%; B2AR arrestin: -1.1%

How did O=C(NCc1ccc(Cl)cc1)c1noc2c1CCCC2 do in these assays?
Chronic BCR inh: inconclusive; USP2a inh: 0%; PTAP TSG101 blk: -1%; TCR activator: 1%; ELG1 DNA repair: 29%; Eya2 inh: 3%; Mito fusion yeast: 4%; Tb PFK block: 3%; B2AR arrestin: 0.0%

What do the screens show for `C#CCOCCOCCOCCNc1nc(N2CCN(C(=O)CCCCCCCCCCNC(=O)[C@H](CO)n3cc(CCCSC)nn3)CC2)nc(N2CCN(C(=O)CCCCCCCCCCNC(=O)[C@H](CCCN=C(N)N)n3cc(C[C@@H](C)CC)nn3)CC2)n1`?
Chronic BCR inh: inconclusive; USP2a inh: inconclusive; PTAP TSG101 blk: inconclusive; TSHR antag: -13; TCR activator: 9%; ELG1 DNA repair: -21%; Eya2 inh: -29%; Mito fusion yeast: -4%; Tb PFK block: inconclusive; uPA generation: -18%; B2AR arrestin: 0.2%

How did CCc1nnc(SC(C)C(=O)Nc2nccs2)n1C (configuration not stated) do in these assays?
Chronic BCR inh: 2%; USP2a inh: -1%; PTAP TSG101 blk: -1%; TSHR antag: 24; TCR activator: 5%; ELG1 DNA repair: 1%; Eya2 inh: 3%; Mito fusion yeast: 2%; Tb PFK block: 0%; uPA generation: -2%; B2AR arrestin: 0.1%

Results for CCOC(=O)c1cnc2ccc(C(=O)OC)cc2c1Nc1cccc(C(=O)O)c1 ?
Chronic BCR inh: 4%; USP2a inh: -1%; PTAP TSG101 blk: 0%; TSHR antag: -2; TCR activator: 13%; ELG1 DNA repair: 3%; Eya2 inh: -2%; Mito fusion yeast: 5%; Tb PFK block: 1%; uPA generation: -4%; B2AR arrestin: 0.2%

What do the screens show for `COC(=O)c1c(C)[nH]c(C(=O)N2CCN(c3ccc(OC)cc3)CC2)c1C`?
Chronic BCR inh: -12%; USP2a inh: -1%; TSHR antag: -6; ELG1 DNA repair: 10%; Eya2 inh: -6%; Mito fusion yeast: -5%; Tb PFK block: 0%; B2AR arrestin: -0.1%

What do the screens show for `CN(C)CCNC(=O)C(=O)Nc1cc2c3c(c1)CCN3C(=O)CC2`?
Chronic BCR inh: -4%; USP2a inh: -1%; PTAP TSG101 blk: 1%; TSHR antag: -8; TCR activator: -1%; ELG1 DNA repair: 0%; Eya2 inh: 9%; Mito fusion yeast: 0%; Tb PFK block: 1%; uPA generation: 2%; B2AR arrestin: 0.0%

How did CC(=O)[C@]1(O)Cc2c(O)c3c(c(O)c2[C@@H](O[C@H]2C[C@H](N)[C@H](O)[C@H](C)O2)C1)C(=O)c1ccccc1C3=O do in these assays?
PTAP TSG101 blk: inconclusive; TSHR antag: -17; TCR activator: 1%; Eya2 inh: inconclusive; Mito fusion yeast: -14%; uPA generation: -72%

Results for Cc1cc(C)n(-c2ccc(Cl)c(C(=O)Nc3ccc(OC(F)(F)F)cc3)n2)n1 ?
Chronic BCR inh: 1%; USP2a inh: 3%; PTAP TSG101 blk: 0%; TSHR antag: 13; TCR activator: -1%[46.1 µM]; ELG1 DNA repair: 20%; Eya2 inh: 14%; Mito fusion yeast: -7%; Tb PFK block: 0%; uPA generation: 15%; B2AR arrestin: -0.5%

How did Cn1cccc1/C=C1\SC(=Nc2ccccc2)NC1=O do in these assays?
Chronic BCR inh: inconclusive; USP2a inh: 0%; PTAP TSG101 blk: 1%; TSHR antag: 2; TCR activator: 5%; ELG1 DNA repair: inconclusive; Eya2 inh: 6%; Mito fusion yeast: 17%; Tb PFK block: 2%; uPA generation: 1.4µM*; B2AR arrestin: -1.0%

Results for Cc1ccc(C(=O)O)cc1-c1ccc(/C=C2\SC(=O)N(CC(=O)Nc3ccc4c(c3)OCO4)C2=O)o1 ?
Chronic BCR inh: 8%; USP2a inh: 3%; PTAP TSG101 blk: inconclusive; TSHR antag: -19; ELG1 DNA repair: 5%; Eya2 inh: -1%; Mito fusion yeast: 1%; Tb PFK block: -24%; uPA generation: -2%; B2AR arrestin: 0.4%

What do the screens show for `COCCN(Cc1ccccc1)C(=O)Cc1ccc(OC)c(S(=O)(=O)N2CCOCC2)c1`?
Chronic BCR inh: -2%; USP2a inh: 0%; PTAP TSG101 blk: 2%; TSHR antag: -4; TCR activator: -1%; ELG1 DNA repair: inconclusive; Eya2 inh: 15%; Mito fusion yeast: 1%; Tb PFK block: -5%; uPA generation: 0%; B2AR arrestin: -0.2%

Results for Cc1cccc(OCC(=O)NCCCNC(=O)c2cccnc2)c1 ?
Chronic BCR inh: 0%; USP2a inh: 1%; PTAP TSG101 blk: -9%; TSHR antag: -11; TCR activator: -1%; ELG1 DNA repair: 27%; Eya2 inh: 4%; Mito fusion yeast: 7%; Tb PFK block: 12%; uPA generation: -5%; B2AR arrestin: 0.2%

How did Cc1ccc(S(=O)(=O)Nc2nc(-c3ccc(F)cc3)cs2)cc1 do in these assays?
Chronic BCR inh: 7%; USP2a inh: 0%; PTAP TSG101 blk: 1%; TSHR antag: 6; TCR activator: -4%; ELG1 DNA repair: 7%; Eya2 inh: -5%; Mito fusion yeast: 8%; Tb PFK block: 11%; uPA generation: -1%; B2AR arrestin: 0.1%

What do the screens show for `CCc1nnc(NS(=O)(=O)c2ccc(NC(=O)c3cccc([N+](=O)[O-])c3)cc2)s1`?
Chronic BCR inh: -8%; USP2a inh: 0%; PTAP TSG101 blk: -4%; TSHR antag: 33; TCR activator: 2%; ELG1 DNA repair: 26%; Eya2 inh: 9%; Mito fusion yeast: -26%; Tb PFK block: -2%; uPA generation: 0%; B2AR arrestin: -0.3%

How did COc1ccccc1N1CC(C(=O)Nc2ccc(C)c(S(=O)(=O)N3CCOCC3)c2)CC1=O (configuration not stated) do in these assays?
Chronic BCR inh: -2%; USP2a inh: 3%; PTAP TSG101 blk: -3%; TSHR antag: -9; TCR activator: -23%; ELG1 DNA repair: -12%; Eya2 inh: -27%; Tb PFK block: 8%; uPA generation: 3%; B2AR arrestin: 0.1%

Screening data (PubChem)
